BAP1 block – human BAP1 deubiquitinase inhibition. Q92560. activity remaining (% of control), % at 20 µM. hit rate 0.48% among 72,000. recombinant BAP1, Ub-AMC hydrolysis fluorescence kinetic; stronger effect = lower value;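 active = activity remaining at or below 50% of control, provided the compound also passes the data quality filters; inactive = the rest, including low values that fail the filters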;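 note: 100% = DMSO wells rate and 0% = substrate alone blank rate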
Target sequence (Q92560 whole entry, looked up): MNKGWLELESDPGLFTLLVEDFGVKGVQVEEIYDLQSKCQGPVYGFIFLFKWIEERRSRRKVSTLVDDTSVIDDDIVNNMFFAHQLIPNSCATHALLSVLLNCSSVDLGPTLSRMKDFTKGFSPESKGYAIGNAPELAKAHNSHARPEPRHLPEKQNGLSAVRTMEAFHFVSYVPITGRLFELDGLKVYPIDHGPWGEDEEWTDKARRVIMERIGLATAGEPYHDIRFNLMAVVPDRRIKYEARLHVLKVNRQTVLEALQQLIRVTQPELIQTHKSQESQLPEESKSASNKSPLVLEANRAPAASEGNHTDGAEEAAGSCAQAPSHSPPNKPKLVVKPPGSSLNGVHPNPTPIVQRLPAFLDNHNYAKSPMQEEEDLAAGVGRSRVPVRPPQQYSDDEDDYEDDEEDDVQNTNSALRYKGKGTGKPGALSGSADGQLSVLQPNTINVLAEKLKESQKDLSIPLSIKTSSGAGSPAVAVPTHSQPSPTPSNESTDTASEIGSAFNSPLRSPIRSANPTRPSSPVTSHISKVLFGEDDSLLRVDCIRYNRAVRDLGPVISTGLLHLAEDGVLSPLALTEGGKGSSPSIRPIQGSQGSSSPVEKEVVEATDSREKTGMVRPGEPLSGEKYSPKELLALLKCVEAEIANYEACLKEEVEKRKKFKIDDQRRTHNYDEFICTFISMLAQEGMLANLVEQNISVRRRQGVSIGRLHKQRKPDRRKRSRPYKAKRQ
HePTP inh – human HePTP phosphatase inhibition | hit rate 0.64% among 110,000 | P35236 | recombinant HePTP phosphatase activity, OD absorbance | inhibition, % at 20 µM; in the data active = inhibition above about 50%;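 note: plate controls were vehicle for no effect and reference inhibitor for full effect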
* marks the source's active call; other numbers are inactive results; . = not tested or not shown; & = joins results of further samples. Compounds as they come. Share with any hit: about 0.7%.

compound	BAP1 block	HePTP inh
NC(=O)C1CCN(C(=O)C2CCN(S(=O)(=O)c3ccccc3)CC2)CC1	101.5	-5.8
COC(=O)C1=C(C)N(C)C(C)=C(C(=O)OC)C1c1ccccc1C	110.2	6.4&-0.9
CCOCCn1c(CN2CCN(C)CC2)nc2c1c(=O)n(C)c(=O)n2C	100.9	1.2
CC(=O)c1ccc(NC(=O)c2ccc(N)cc2)cc1	66.3	.
CCCCCCSc1nsc(NC(C)=O)n1	95.6	6.8
O=C(CC1(O)C(=O)N(C/C=C/c2ccccc2)c2ccccc21)c1ccccn1 (stereo not drawn)	75.1	-4.1
O=C(N=Nc1c(O)n(Cc2ccccc2)c2ccccc12)c1ccccc1O	.	10.0
COC(=O)CN(c1ccc2c(c1)OCCO2)S(=O)(=O)c1ccccc1	118.0	9.8
Cc1cccc(C)c1OC(=O)c1ccc([N+](=O)[O-])cc1Cl	.	7.7
S=c1[nH]nc(-c2ccccc2)n1Cc1ccccc1	68.3	5.8&7.3
COCCOC(=O)C1=C(C)NC2=C(C(=O)CC(C)(C)C2)C1c1ccc(Cl)cc1Cl (stereo not drawn)	.	-13.9
CN1C(=O)CC(C(=O)NCCc2ccccc2)SC1=Nc1ccc(I)cc1 (stereo not drawn)	51.8	.
NC(=O)c1c(NC(=O)COc2ccc(Cl)cc2)sc2c1CCCC2	.	10.2
Cc1c(C#N)c(=O)ncn1Cc1ccccc1	.	-2.2
CCOc1cc(/C=N\N2CCN(c3ccccc3)CC2)ccc1O	.	-5.8
O=C(COc1ccccc1O)NCCN1CCOCC1	81.3	-12.1
Nc1nonc1C(=O)NCCNCc1cc(Br)ccc1OCc1ccc(F)cc1	107.5	10.2
COc1cccc(/C=C2\SC(=S)N(NC(=O)c3cccnc3)C2=O)c1	.	9.3
CCNc1nc(Oc2ccc(C(=O)OC)cc2)nc(SC)n1	92.1	2.2
CC(NC(=O)CN(c1ccc(Br)cc1)S(C)(=O)=O)c1ccccc1 (stereo not drawn)	.	1.4
Cc1ccc(C)n1-c1ccc(N2CCOCC2)nc1	93.4	5.6
CCCSc1nc(N)cc(=O)[nH]1	99.6	6.0
Cc1ccc(C(C(=O)NCc2ccco2)N(Cc2ccco2)C(=O)CNC(=O)c2ccco2)cc1 (stereo not drawn)	97.2	4.9
CCOc1ccc(CNC(=O)C2CCN(S(=O)(=O)N3CCCC3)CC2)cc1OC	125.6	5.1
O=C(NC(NC(=S)Nc1cc(Cl)ccc1Cl)C(Cl)(Cl)Cl)c1ccccc1Cl (stereo not drawn)	.	-1.2
CCc1ccc(CNc2ccc(O)cc2)cc1	129.4	3.0
O=C(Nc1sc2c(c1C(=O)NCc1cccnc1)CCCC2)c1ccco1	173.9	18.7
COc1ccccc1N1C(=O)c2ccc(OC)c(OC)c2C1=O	.	-14.0
Cc1c(NC(=O)c2cc3cc([N+](=O)[O-])ccc3oc2=O)c(=O)n(-c2ccccc2)n1C	.	-4.8
O=C(NCCc1ccc(Cl)cc1)C1CCN(S(=O)(=O)N2CCCCC2)CC1	79.2	0.0
CN/C(=C\[N+](=O)[O-])NCCSCc1ccc(CN(C)C)o1	95.6	.
CC(C)=CCCC1=CCC2(C)C(=O)NNC(=O)C2C1 (stereo not drawn)	.	-7.4
COc1cc(Cl)c(NC(=O)c2cc3ccccc3cc2O)c(OC)c1	.	2.1
COc1cc2c(cc1OC)C1=CC(=O)C(=O)N1C(C)(C)C2	.	-6.3
CCOc1ccc(-n2ccnc2SCC(=O)Nc2nnc(CC)s2)cc1	109.4	-3.5
O=C(NCC1CCCO1)c1ccc(C(=O)NCC2CCCO2)cc1 (stereo not drawn)	105.9	-5.4
O=C1C2C(C(=O)N1/N=C/c1ccco1)C1C=CC2C12CC2 (stereo not drawn)	.	3.9
COC(=O)c1cccc(NC(=O)CSCc2ccccc2)c1	.	1.7
CN(CC(=O)N1CCCCCC1)S(=O)(=O)c1ccc(Br)s1	96.7	-11.7
Cc1ccc(N2C(=O)CC(N3CCN(c4ccc(Cl)cc4)CC3)C2=O)c(C)c1 (stereo not drawn)	.	12.0
CSCC[C@H](NC(=O)Nc1ccc(C)cc1C)C(=O)O	96.0	4.3
CSc1nc(-c2ccco2)cc(-c2ccccc2)c1C#N	117.2	7.4
O=C(CSc1nnc2c(n1)[nH]c1ccccc12)Nc1ccccc1F	100.5	.
CCCNC(=O)CC1Sc2ccccc2NC1=O (stereo not drawn)	65.6	5.2
CCS(=O)c1ccccc1C(=O)O (stereo not drawn)	94.0	-3.4
Cc1ccc(/C=C/C(=O)Nc2nc(-c3ccccc3)cs2)cc1	.	-12.0
CCOC(=O)c1cccc(NC(=O)CSc2nnc(-c3cccnc3)n2C)c1	96.0	6.6
Cc1onc(-c2c(F)cccc2Cl)c1C(=O)OCn1nnc2ccccc2c1=O	77.5	.
COCCNC(=O)C(c1ccccc1)N(Cc1cccs1)C(=O)Cn1nnc2ccccc21 (stereo not drawn)	97.2	12.4
Cc1nnc(NC(=O)C2CCCN(S(=O)(=O)c3ccccc3C(F)(F)F)C2)s1 (stereo not drawn)	109.5	3.4
Cc1cc(C)n(-c2nc3ccccc3c(=O)n2OCC(=O)N(C)C)n1	82.0	-5.0
Cc1nnc(C)c2c(C)n(-c3ccc(Br)cc3)c(C)c12	105.2	4.5
CCc1nnc(NC(=O)CSc2nnc(COc3ccc(C)cc3)n2-c2ccccc2)s1	69.1	-2.6
Cc1cc(C(=O)Nc2ccc(O)c(C(=O)O)c2)c(C)o1	.	18.9
COc1ccc(CC(C)CC(=O)Nc2ccc(I)cc2)cc1 (stereo not drawn)	77.9	.
Cc1ccc(C2/C(=C(\O)c3ccccc3)C(=O)C(=O)N2Cc2cccnc2)cc1 (stereo not drawn)	.	-3.0
CC(C)=C1C(=O)NN(c2cccc(Br)c2)C1=O	.	-9.5
N#Cc1c(N2CCCCC2)ncc2cc3ccccc3nc12	.	5.3
Clc1ccccc1-c1nnc2sc(CCc3ccccc3)nn12	.	-7.5
OC1(c2cccc(C(F)(F)F)c2)CCNCC1	88.2	-14.7

Later entries
compound	BAP1 block	HePTP inh
CCOc1ccc(N=Nc2c(C)[nH]n(-c3nc(-c4ccccc4)cs3)c2=O)cc1	.	-9.2
Cc1ccc(C(=O)N/C(=C\c2sccc2C)C(=O)NCC(C)C)cc1	.	8.2
CN(C)c1ccc(CNC(=O)C(O)(c2ccccc2)c2ccccc2)cc1	.	4.3
O=[N+]([O-])c1cccc(S(=O)(=O)Nc2ccccc2-c2ccccc2)c1	.	-9.3
COC(=O)c1ccc(COc2cc3oc(=O)c4c(c3cc2Cl)CCCC4)cc1	.	4.5
CC1(C)C(=O)C2(CCCCC2)C(=O)OC1c1cccs1 (stereo not drawn)	110.8	6.6
CCCCNc1c(C(=O)OCC)c(C)nc2c1cnn2CC	105.0	.
CC(Sc1nc(N2CCCCC2)c2c(c1C#N)CCCC2)C(=O)O (stereo not drawn)	.	6.5
Cc1ccccc1C(=O)NCc1ccncc1	101.0	-3.1
Cc1ccc(CCN2CC(C(=O)NCCN3CCOCC3)CC2=O)cc1 (stereo not drawn)	103.6	2.9
COc1ccc(CN(CCN(C)C)Cc2ccccc2)c(OC)c1	82.2	8.7
Cc1cc(NC(=O)c2ccc3nc(C)sc3c2)no1	104.6	-4.6
CC1=[N+]([O-])C(C)(C)C(c2cccs2)=[N+]1[O-]	.	-6.6
CCOC(=O)c1c(N2C(=O)CC(Sc3ccccc3C(=O)O)C2=O)sc2c1CCCC2 (stereo not drawn)	.	8.4
N#CCCn1cc(C=O)c(-c2ccc(-c3ccccc3)cc2)n1	.	3.0
CC(CCc1ccccc1)NC(=O)C1CCCN(C(=O)c2cc3sccc3n2C)C1 (stereo not drawn)	93.1	6.2
CCOc1ccc(N2C(=O)CC(NCCc3ccc(S(N)(=O)=O)cc3)C2=O)cc1 (stereo not drawn)	94.0	9.3
CCOc1cc(/C=C2\N=C(c3ccccc3)OC2=O)ccc1OCc1c(C)no[n+]1[O-]	.	66.0*
Cc1ccnc(SCC(=O)Nc2oc(-c3ccccc3)c(-c3ccccc3)c2C#N)n1	.	-0.2
CCc1cccc(N(C)C(N)=Nc2cccc3ccccc23)c1	101.8	.
Cc1ccc(OCCCCn2ccnc2)cc1C	.	-3.2
CCN(CC)CCSc1nc(O)c(CCC(C)C)c(=O)[nH]1	.	2.2
O=C(O)c1cccn1Cc1ccccc1F	109.0	8.4
CCCCN(CCCC)Cc1nc2c(c(=O)[nH]1)C1(CCCC1)Cc1ccccc1-2	58.7	.
CCCS(=O)(=O)N1CCN(C(=O)c2cc(OC)cc(OC)c2)CC1	106.5	4.8
COc1ccc(Cc2nnc(SCC(=O)NC3CCCCC3)n2C)cc1	103.7	8.7
O=c1c2ccccc2nc(C=Cc2c[nH]c3ccccc23)n1-c1ccc([N+](=O)[O-])cc1	76.2	.
Cc1cccc(N=C2NC(=O)/C(=C3/C(=O)N(C)c4ccccc43)S2)c1C	92.8	-0.6&3.0
CC(=O)NC1CC2CCCC(C1)N2CC(=O)NCc1ccc(F)cc1 (stereo not drawn)	90.4	2.5
COc1ccc(N2CCCn3c2nc2c3c(=O)n(Cc3ccccc3F)c(=O)n2C)c(OC)c1	100.8	1.3
CCOC(=O)C1=C(C)NC(C)=C(C(=O)OCC)C1c1ccccc1	88.5	.
COC(=O)C1=C(C(=O)OC)SC(=C2C(=S)C(C)(C)N(C(=O)c3cccc(F)c3)c3c(C)cccc32)S1	.	-4.9
COc1cc(C)nc(N(C)S(=O)(=O)c2ccccc2Cl)n1	163.2	1.1
O=C1OC(NC(=O)c2ccccc2)C(N2CCOCC2)=C1Cl (stereo not drawn)	85.9	0.6
C/C=C/COC(=O)C1=C(C)NC(=O)NC1c1ccc(Cl)cc1Cl (stereo not drawn)	.	-13.3
COc1ccc(NC(=O)c2cccc(Cn3cc(Br)cn3)c2)cn1	111.1	5.8
O=C(Nc1ccon1)c1ccccc1Cl	109.3	9.0
CC(=O)NC1=NC(=O)/C(=C\c2ccc(Br)o2)S1	.	101.5*
Cc1ccc(S(=O)(=O)N2CCN(C(=O)C3Cc4ccccc4CN3C(=O)c3ccco3)CC2)cc1 (stereo not drawn)	105.0	-5.0
COc1ccc(S(=O)(=O)N2CCN(C3CCCCCC3)CC2)cc1	.	7.9
